Coupling enz: counter-screen for Giardia aldolase inhibitors: coupling enzyme system | 290,000 compounds, 0.67% hits | activity change, negative = inhibition, % at 58.2 µM, hits read low | coupling enzyme system counterscreen, AmpLite Red fluorescence | AID 2472; in the data active means activity change below about -30%; further: on the % scale 0 is the no-effect control and ±100 the full control effect
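Counterscreen lacking aldolase: glyceraldehyde-3-phosphate coupling-enzyme reagent preincubated 10 min at RT with compound (at 57.5 uM final), then substrate/coupling system with AmpLite Red added; fluorescence read at 525/598 nm after 20 min RT.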
Menin-MLL TR inh: displaces Texas Red mutant MLL peptide from human menin; O00255; Menin + Texas Red MLL mutant peptide, fluorescence polarization; Potency, µM (doses to about 61.6 µM), without a hit: top-dose FP activity change, negative = inhibition, hits mostly inhibitors; 270,000 compounds, 0.23% hits; AID 1768; active means well fitted inhibition curve with a large enough effect in the polarisation, with a control signal flat, not every such curve was filed as active; inconclusive means small, poorly fitted or top-dose-only effect, or effect the other way, or a change in a side signal; inactive means no such curve, though single readings can be large or run the other way; the % refers to the polarisation; further: potency means the concentration at half of the fitted maximal effect; % of control where 0% means no effect; many of its hits are not listed in these tables
Target sequence (O00255 whole entry, looked up): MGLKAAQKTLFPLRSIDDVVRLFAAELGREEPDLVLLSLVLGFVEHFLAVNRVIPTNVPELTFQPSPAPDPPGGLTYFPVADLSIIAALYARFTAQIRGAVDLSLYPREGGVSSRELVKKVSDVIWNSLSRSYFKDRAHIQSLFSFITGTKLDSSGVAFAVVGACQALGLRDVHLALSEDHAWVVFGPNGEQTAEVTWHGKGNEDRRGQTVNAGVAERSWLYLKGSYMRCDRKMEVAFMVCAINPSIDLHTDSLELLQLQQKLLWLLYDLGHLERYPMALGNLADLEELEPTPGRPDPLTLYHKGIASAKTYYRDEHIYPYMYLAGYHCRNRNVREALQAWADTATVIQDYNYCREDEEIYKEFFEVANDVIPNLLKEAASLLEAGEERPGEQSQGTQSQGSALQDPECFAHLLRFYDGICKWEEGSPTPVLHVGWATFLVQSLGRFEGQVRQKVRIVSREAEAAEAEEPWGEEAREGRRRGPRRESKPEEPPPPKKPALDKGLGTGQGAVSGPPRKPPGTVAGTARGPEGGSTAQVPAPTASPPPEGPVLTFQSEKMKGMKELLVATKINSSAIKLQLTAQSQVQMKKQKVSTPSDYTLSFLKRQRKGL
Starred values were filed as active, the others as inactive; ? = inconclusive; & = joins results of further samples; [ ] = dose if it differs, or a comment. Not all compounds are listed (hit frequency here may not be typical).

Value order: Menin-MLL TR inh | Coupling enz
O=c1c(-c2cccs2)nc2cncnc2n1C1CC1
    -0.7% | -3.3
CN1CCN(c2ncncc2-c2ccc(C(=O)N(C)C)cc2)CC1
    -12.2% | 3.2
CS(=O)(=O)N1CCC[C@@]2(CCN(Cc3ccc(C#N)cc3)C2)C1
    -1.2% | 1.7
COc1cccc(-c2ccc3ncnc(Nc4ccccc4)c3c2)c1
    53.7%[activator] | 0.2
N#Cc1cccc(-c2nc(NCc3ccccc3)c3ccccc3n2)c1
    ? | -1.3
C#CCCCO/N=C1/C[C@@H](O)[C@@H](O)[C@@H]2[C@@H]3C(=O)N(CC)C(=O)[C@H]3CC[C@H]12
    -1.2%[11.7 µM] | -0.3
CC(C)(C)C(=O)OCOC(=O)[C@@H]1N2C(=O)[C@@H](NC(=O)[C@H](N)c3ccccc3)[C@H]2SC1(C)C
    19.5%[24.8 µM] | 1.0
COCCn1c(=O)c(-c2ccccc2)nc2cnc(Oc3cccc(Cl)c3)nc21
    12.8% | -0.6
C/C=C1\C(=O)CC2C3CCC4=CC(=O)CC[C@]4(C)C3CC[C@]12C (some centres undefined)
    ? | 4.9
Cc1cccc(C2=NN(c3ccccc3)[C@H](CO)[C@H]2C)c1
    ? | -11.5

Value order: Menin-MLL TR inh | Coupling enz
O=S(=O)(c1ccccc1)N1CCC2(CCN(c3ncccn3)CC2)CC1
    0.7% | 1.4
NCC1O[C@@H](O[C@H]2C(O)C(O[C@@H]3C(O[C@H]4OC(CO)C(O)C(O)C4N)C(N)CC(N)[C@H]3O)O[C@@H]2CO)C(N)C(O)C1O (some centres undefined)
    -15.8% | -1.2
COCC(=O)N1CCC[C@@]2(CCN(C(=O)Nc3cccc(C#N)c3)C2)C1
    1.8% | -2.4
CC[C@H](C)[C@H](NC(=O)[C@H](Cc1ccccc1)NC(=O)[C@H](C)NC(=O)[C@H](CC(=O)O)NC(=O)[C@H](CCCCN)NC(=O)[C@H](CO)NC(=O)[C@@H]1CCCN1C(=O)[C@@H]1CCC(=O)N1)C(=O)NCC(=O)N[C@@H](CC(C)C)C(=O)N[C@@H](CCSC)C(N)=O
    -19.1% | 0.0
CCCCC/C=C\C[C@@H]1O[C@H]1/C=C/C(O)C/C=C\CCCC(=O)O (some centres undefined)
    7.0% | 1.0
COc1cccc(Cn2c(=O)c(C)nc3cnc(OCc4ccccc4)nc32)c1
    10.8% | -0.1
c1ccc(-c2cccc(N3CC[C@@]4(CCCNC4)C3)c2)cc1
    -11.3% | 2.1
CCCCC(=O)OC1CCC2C3CCc4cc(O)ccc4C3CC[C@]12C (some centres undefined)
    35.7%[activator] | -6.5
COc1cccc(Nc2ncc3ncc(=O)n(Cc4cccs4)c3n2)c1
    ? | 0.2
CCCCCCCCCCCCCCCCCCO
    -17.6% | 0.6

Ordered by the number under Menin-MLL TR inh (high to low): some entries from above.
canonical_smiles	Menin-MLL TR inh
COc1cccc(Cn2c(=O)c(C)nc3cnc(OCc4ccccc4)nc32)c1	10.8%
c1ccc(-c2cccc(N3CC[C@@]4(CCCNC4)C3)c2)cc1	-11.3%
NCC1O[C@@H](O[C@H]2C(O)C(O[C@@H]3C(O[C@H]4OC(CO)C(O)C(O)C4N)C(N)CC(N)[C@H]3O)O[C@@H]2CO)C(N)C(O)C1O (some centres undefined)	-15.8%

More entries follow.
Value order: Menin-MLL TR inh | Coupling enz
COC(=O)C1=COC(O[C@H]2OC(CO)[C@H](O)C(O)C2O)[C@H]2C1C(=O)C[C@@H]2C (some centres undefined)
    ? | 0.4
Cc1ccc2[nH]c(-c3ccc(F)cc3F)cc(=O)c2c1
    -0.4%[94.6 µM] | -3.6
C[C@@H]([C@H](O)c1ccc(O)cc1)N1CCC(Cc2ccccc2)CC1
    13.2%&-2.1%[24.8 µM] | 1.3&5.2
CCOC(=O)C(C(=O)c1ccccc1)[C@H](CCc1ccccc1)NC(=O)OC (some centres undefined)
    3.1% | 2.3
COc1cc(CCN2C(=O)N[C@@H](c3ccccc3)C(C(C)=O)=C2C)cc(OC)c1OC
    -12.7% | 7.2
COc1ccc2[nH]c(-c3ccccc3)cc(=O)c2c1
    6.4%[94.6 µM] | -5.0
CS(=O)(=O)Nc1cccc(-c2nc(NC3CC3)c3ccccc3n2)c1
    20.8% | -0.5
COC(=O)C1=C(C)[C@@H](O)[C@@H](C)[C@H](c2c(OC)c(OC)c(C)c(OC)c2OC)O1
    2.0%[11.7 µM] | 0.2
NC(=O)N/N=C\c1ccc([N+](=O)[O-])o1
    -1.2%[24.8 µM] | 2.2
O=c1c(-c2ccc(Cl)cc2)nc2cnc(N3CCOCC3)nc2n1Cc1ccc(F)cc1
    2.2% | 2.6

Value order: Menin-MLL TR inh | Coupling enz
C=CC[C@@H]1C=C[C@H](O/N=C2\c3cc(OC)ccc3O[C@H](c3cccc(OC)c3)[C@H]2O)[C@H](CO)O1
    -5.6%[11.7 µM] | -0.1
COC(=O)CCCC1=CC2=CC(=O)C(C)(O)C(=O)C2=CO1 (centres undefined)
    4.2% | 0.2
O=c1c(-c2cc(F)cc(F)c2)nc2cnc(N3CCOCC3)nc2n1C[C@H]1CCCO1
    4.6% | 3.2
COc1ccc(-n2c(=O)c(-c3ccc(Cl)cc3)nc3cnc(N(C)C)nc32)cc1
    -0.7% | -0.2
N[C@@](C(=O)O)(c1ccc(P(=O)(O)O)cc1)C1CC1
    -8.2%[24.8 µM] | 0.4
C=CCOC(=O)N[C@@H](c1cccs1)C(C(C)=O)C(C)=O
    1.5% | 0.6
C[C@H](c1ccccc1)N1C(=O)[C@H]2[C@@H]3[C@H](O)[C@H](O)CC(=O)[C@H]3CC[C@H]2C1=O
    10.2%[11.7 µM] | 3.2
CN1CCN(c2ncc3nc(-c4cccc(C#N)c4)c(=O)n(CCC#N)c3n2)CC1
    3.1% | -0.1
COc1ccc(O[C@H]2C=C[C@@H](c3ccccc3)O[C@@H]2CO/N=C\[C@@H](C)[C@H](OCc2ccccc2)C(C)C)cc1
    -0.7%[11.7 µM] | -1.5
O=C1CC(c2ccc3c(c2)OCO3)c2ccc(O)cc2O1 (centres undefined)
    7.9%[94.6 µM] | -0.2

Value order: Menin-MLL TR inh | Coupling enz
COc1cccc(C2=Nn3c(nnc3-c3cccc(OC)c3)SC2)c1
    -8.2% | 0.2
CN1CCN(c2ncc3nc(-c4cn(C)c5ccccc45)c(=O)n(C)c3n2)CC1
    -23.7% | 1.0
O=C(O)COc1ccc2ccccc2c1
    -7.4% | 2.0
O=CN1CCc2c([nH]c3ccccc23)C1c1cccc2cccnc12 (centres undefined)
    15.1% | 0.6
CN1C/C(=C/c2ccc(B(O)O)cc2)C(=O)/C(=C/c2ccc(B(O)O)cc2)C1
    26.0% | -1.3
CC(C)(C)Nc1oc(-c2ccccc2)nc1-c1ccccc1
    0.6% | 1.4
CC(C)C[C@H](NC(=O)CNC(=O)[C@H](CCC(N)=O)NC(=O)[C@H](CC(C)C)NC(=O)[C@H](CC(C)C)NC(=O)[C@H](CCCNC(=N)N)NC(=O)[C@H](CCC(N)=O)NC(=O)[C@H](CC(C)C)NC(=O)[C@H](CCCNC(=N)N)NC(=O)[C@H](C)NC(=O)CNC(=O)[C@H](CCC(=O)O)NC(=O)[C@H](CCCNC(=N)N)NC(=O)[C@H](CC(C)C)NC(=O)[C@H](CCCNC(=N)N)NC(=O)[C@H](CO)NC(=O)[C@H](CC(C)C)NC(=O)[C@H](CCC(=O)O)NC(=O)[C@H](CO)NC(=O)[C@@H](NC(=O)[C@H](Cc1ccccc1)NC(=O)[C@@H](NC(=O)CNC(=O)[C@H](CC(=O)O)NC(=O)[C@H](CO)NC(=O)[C@@H](N)Cc1cnc[nH]1)[C@@H](C)O)[C@@H](C)O)C(=O)N[C@H](C(N)=O)C(C)C
    4.1% | -1.9
CC[C@H](C)[C@H](NC(=O)CNC(=O)[C@H](C)NC(=O)[C@H](C)N)C(=O)NCC(=O)N[C@H](C(=O)N[C@@H](CC(C)C)C(=O)N[C@H](C(=O)N[C@H](C(=O)O)C(C)C)[C@@H](C)O)[C@@H](C)CC
    3.0% | 0.1
COc1cc2oc(-c3ccccc3)cc(=O)c2cc1O
    -7.8%[24.8 µM] | 4.1
CC[C@H](C)[C@H](NC(=O)[C@H](Cc1cnc[nH]1)NC(=O)[C@@H](NC(=O)[C@H](CCCNC(=N)N)NC(=O)[C@H](CCCCN)NC(=O)[C@H](CCCNC(=N)N)NC(=O)[C@H](CCCCN)NC(=O)[C@@H](N)CC(N)=O)[C@@H](C)CC)C(=O)NCC(=O)N1CCC[C@H]1C(=O)NCC(=O)N[C@@H](CCCNC(=N)N)C(=O)N[C@@H](C)C(=O)N[C@@H](Cc1ccccc1)C(=O)N[C@@H](Cc1ccc(O)cc1)C(=O)N[C@H](C(=O)N[C@H](C(=O)N[C@@H](CCCCN)C(=O)N[C@@H](CC(N)=O)C(=O)N[C@H](C(=O)N[C@H](C(=O)NCC(=O)N[C@H](C(=O)N[C@H](C(=O)N[C@@H](CS)C(=O)O)[C@@H](C)CC)[C@@H](C)O)[C@@H](C)CC)[C@@H](C)CC)[C@@H](C)O)[C@@H](C)O
    ? | 0.0

Value order: Menin-MLL TR inh | Coupling enz
N[C@H](C(=O)O)[C@@H]1[C@@H](C(=O)O)C1(F)F
    -8.5%[24.8 µM] | 3.4
CCOC(=O)N/N=C1/C[C@@H](O)[C@@H](O)[C@@H]2[C@@H]3C(=O)N([C@@H](C)c4ccccc4)C(=O)[C@H]3CC[C@@H]12
    9.1%[11.7 µM] | -2.0
Cn1cccc1C(=O)N1CCC[C@@]2(CCN(c3ncccn3)C2)C1
    0.0% | 0.3
C=CCOC(=O)N[C@H](/C(C(=O)OC)=C(\C)NCc1ccccc1)c1cccc(F)c1
    -5.9% | 0.5
Cc1noc(C)c1C(=O)N1CCC2(CC1)CCN(c1ccccn1)CC2
    -6.7% | -0.5
COC(=O)C/C=C\[C@@H](C)[C@@H](/C=N\O[C@@H](C)CN1CCCCc2nc(C)c(C)cc21)OC
    -18.7%[11.7 µM] | -1.6
CC(=O)C[C@H](O)[C@@H](NC(=O)OC(C)(C)C)C(C)C
    2.6%[11.7 µM] | -1.3
CCOC(=O)C1C/C(=C\C(C)=O)c2cccc(C(F)(F)F)c2O1 (centres undefined)
    -12.7%[94.6 µM] | -5.4
Cn1cccc1C(=O)N1CCC[C@@]2(CCN(Cc3ccccc3)C2)C1
    -23.6% | 3.3
CCSC[C@H](NC(=O)[C@H](C)NC(=O)[C@@H](N)Cc1ccc(O)cc1)C(=O)N[C@@H](CC(=O)O)C(=O)N[C@H](C(=O)N[C@@H](C)C(=O)N[C@H](C(=O)N[C@@H](CSCC)C(=O)N[C@H](C(=O)N[C@H](C(=O)N[C@@H](Cc1cnc[nH]1)C(=O)N[C@@H](CCCNC(=N)N)C(=O)N[C@@H](CC(C)C)C(=O)N[C@@H](C)C(=O)NCC(=O)N[C@@H](CC(C)C)C(=O)N[C@@H](CC(C)C)C(=O)N[C@@H](CO)C(=O)N[C@@H](CCCNC(=N)N)C(=O)N[C@@H](CO)C(=O)NCC(=O)NCC(=O)N[C@H](C(=O)N[C@H](C(=O)N[C@@H](CCCCN)C(=O)N[C@@H](CC(N)=O)C(=O)N[C@@H](CC(N)=O)C(=O)N[C@@H](Cc1ccccc1)C(=O)N[C@H](C(=O)N1CCC[C@H]1C(=O)N[C@H](C(=O)N[C@@H](CC(N)=O)C(=O)N[C@H](C(=O)NCC(=O)N[C@@H](CO)C(=O)N[C@@H](CCCCN)C(=O)N[C@@H](C)C(=O)N[C@@H](Cc1ccccc1)C(N)=O)C(C)C)[C@@H](C)O)C(C)C)C(C)C)C(C)C)[C@@H](C)O)C(C)C)[C@@H](C)O)[C@@H](C)O
    5.1% | -0.6

Value order: Menin-MLL TR inh | Coupling enz
C[C@@H]1CCC[C@]2(C)CCCC[C@@]12O
    -1.3% | 3.2
COC(=O)[C@@H]1C=C[C@H](C)[C@H](CCOc2ccccc2)O1
    -0.1% | -0.4
NC(Cc1c[nH]c2ccccc12)C(=O)NCC(=O)O (centres undefined)
    -10.6%[24.8 µM] | 3.1
CCNc1ncc2nc(-c3cccs3)c(=O)n(Cc3cccc(OC)c3)c2n1
    ? | -0.4
COc1ncc2nc(C)c(=O)n(CCC#N)c2n1
    5.9% | 3.5
CN(C)C(=O)c1ccc(-c2cncnc2NCc2cccnc2)cc1
    -1.9% | -3.4
C=CCC(C)(O)/C=C/c1ccccc1 (centres undefined)
    -14.8% | 1.6
O=C(c1ccco1)N1CCC2(CC1)CCN(c1ccccc1)CC2
    -15.0% | 3.9
COc1cccc([C@@H]2Oc3ccc(OC)cc3/C(=N/O[C@@H](C)CN3CCCc4nc(C)c(C)cc43)[C@@H]2O)c1
    7.1%[11.7 µM] | 0.5
COc1cc(C(C)C)c2c(c1)S(=O)(=O)N(COc1cc(=O)n3cccc(OCCN4CCCCC4)c3n1)C2=O
    7.4% | -0.7

Value order: Menin-MLL TR inh | Coupling enz
CCCCCCCCCCCCC(=O)N1CCCC[C@H]1CNC(=O)[C@@H](N)CCCCN
    ? | -2.7
COc1cccc([C@@H]2Oc3ccc(Br)cc3C(=O)[C@H]2OC(=O)Nc2cc(OC)c(OC)c(OC)c2)c1
    ? | -3.7
Cc1noc(C)c1C(=O)N1CCC[C@@]2(CCN(c3cccc(-c4ccccc4)c3)C2)C1
    -1.6% | -3.5
Cc1cc2c(nc1C)CCCN2C[C@H](C)O/N=C1/[C@H]2O[C@@H]2[C@@H](O)[C@H]2[C@H]1CCn1c(=O)n(-c3ccccc3)c(=O)n12
    -15.0%[11.7 µM] | 1.2
CC(C)(O/N=C(\C(=O)N[C@@H]1C(=O)N2C(C(=O)[O-])=C(C[n+]3ccccc3)CS[C@@H]12)c1csc(N)n1)C(=O)O
    7.6%[24.8 µM] | 2.0
